# Gli-Sufu antag: Gli-Sufu pathway antagonism; AID 588413; Sufu-KO-LIGHT fibroblasts, Gli luciferase reporter luminescence; actives 0.74% (n = 340,000); inhibition, % at 5 µM;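 active = inhibition above about 55%, limit read from the data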;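 also: 0% = DMSO-treated cells and 100% = wells with medium but no cells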
# 697 NFkB inh: inhibitors of the PMA/ionomycin-induced NF-kB reporter in 697 B cells | AID 435022 | 697 B-cell NF-kB luciferase reporter, 16 h | actives 0.33% (n = 330,000) | inhibition, % at 4 µM; in the data active = inhibition above about 35%
# EBI2 antag: blocks human EBI2 receptor beta-arrestin signaling; P32249; EBI2 beta-arrestin recruitment, luminescence, 7a,25-OHC stimulated; inhibition, % at 5 µM; actives 0.81% (n = 360,000); in the data active = inhibition above about 38%;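 also: enzyme fragment complementation signal reports receptor beta-arrestin coupling in cells; 0% = agonist plus DMSO wells and 100% = wells without agonist; some results beyond the cut were filed as inactive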
# Target sequence (P32249 whole entry, looked up, the tested form may be a part): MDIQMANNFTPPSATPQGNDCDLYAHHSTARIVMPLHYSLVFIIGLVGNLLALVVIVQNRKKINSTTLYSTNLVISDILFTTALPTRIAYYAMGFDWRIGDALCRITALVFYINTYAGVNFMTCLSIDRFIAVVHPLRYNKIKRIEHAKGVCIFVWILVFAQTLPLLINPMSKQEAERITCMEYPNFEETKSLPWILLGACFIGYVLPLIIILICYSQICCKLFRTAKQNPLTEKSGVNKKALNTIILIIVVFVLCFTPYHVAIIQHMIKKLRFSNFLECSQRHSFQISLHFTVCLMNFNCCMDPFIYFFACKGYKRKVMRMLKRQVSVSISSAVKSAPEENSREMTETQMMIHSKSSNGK
# Jurkat NFkB inh: inhibitors of the PMA/ionomycin-induced NF-kB reporter in Jurkat cells. PMA/ionomycin-induced NF-kB luciferase reporter, luminescence. inhibition, % at 4 µM. actives 0.53% (n = 330,000). AID 435003; in the data active = inhibition above about 50%
# Mdm2 MdmX PPI: inhibitors of human Mdm2/MdmX interaction; SaOS-2 split-luciferase Mdm2/MdmX complementation, luminescence; inhibition, % at 8 µM; actives 3% (n = 330,000);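 active = inhibition of at least 50% at 8 µM in the primary screen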
# XBP1 UPR activ: activators of adaptive arm of unfolded protein response (XBP1); activation, % at 20 µM; actives 0.33% (n = 330,000); CHO-XBP1 luciferase reporter, IRE1-XBP1 UPR activation, luminescence; percent of tunicamycin response, DMSO as zero;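 active = versus positive control, 20 µM dose yields 30% or more activation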;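 also: 100% = tunicamycin at 10 µg/mL and 0% = DMSO only wells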
#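 Material: CHO cell line with stable XBP1 luciferase reporter; schedule: 16-18 h cell attachment at 37 °C, then 6 h compound exposure; signal: glow luminescence from Steady-Glo reagent; medium: serum-containing F12 medium, 10% FBS; benchmarks: tunicamycin 10 µg/mL and vehicle-only wells; read-out: percent activation relative to tunicamycin reference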
# CXCR6 block: blocks human CXCR6 beta-arrestin recruitment; CHO-K1 PathHunter CXCR6 beta-arrestin, luminescence; AID 602244; inhibition, % at 20 µM; actives 0.36% (n = 360,000); in the data active = inhibition above about 34%, passing the limit was not always enough;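 also: antagonist mode with CXCL16 agonist at 10 nM final; 0% = 10 nM CXCL16 with DMSO and 100% = unstimulated wells without agonist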
# Target sequence (O00574 whole entry, looked up): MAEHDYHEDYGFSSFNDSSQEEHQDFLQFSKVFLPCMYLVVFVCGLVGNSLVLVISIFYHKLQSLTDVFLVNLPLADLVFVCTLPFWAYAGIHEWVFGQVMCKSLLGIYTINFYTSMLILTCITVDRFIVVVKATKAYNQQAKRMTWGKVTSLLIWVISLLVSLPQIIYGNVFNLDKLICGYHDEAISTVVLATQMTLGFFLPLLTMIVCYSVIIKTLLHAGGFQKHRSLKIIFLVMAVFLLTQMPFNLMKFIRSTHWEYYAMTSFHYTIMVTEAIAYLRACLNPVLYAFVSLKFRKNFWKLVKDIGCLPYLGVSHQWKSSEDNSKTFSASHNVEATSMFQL
# CCR6 antagonist: blocks CCL20-driven beta-arrestin recruitment at human CCR6; actives 0.49% (n = 340,000); inhibition, % at 20 µM; AID 493098; CHO-K1 CCR6 PathHunter beta-arrestin, luminescence, CCL20-stimulated;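 active = compounds whose inhibition of the agonist-driven luminescence signal at 20 µM reaches about 50%, limit read from the data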;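 also: cells stimulated with CCL20 at 14 nM final; plate controls were DMSO with CCL20 for no effect and DMSO without agonist for full effect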
# Target sequence (P51684 whole entry, looked up): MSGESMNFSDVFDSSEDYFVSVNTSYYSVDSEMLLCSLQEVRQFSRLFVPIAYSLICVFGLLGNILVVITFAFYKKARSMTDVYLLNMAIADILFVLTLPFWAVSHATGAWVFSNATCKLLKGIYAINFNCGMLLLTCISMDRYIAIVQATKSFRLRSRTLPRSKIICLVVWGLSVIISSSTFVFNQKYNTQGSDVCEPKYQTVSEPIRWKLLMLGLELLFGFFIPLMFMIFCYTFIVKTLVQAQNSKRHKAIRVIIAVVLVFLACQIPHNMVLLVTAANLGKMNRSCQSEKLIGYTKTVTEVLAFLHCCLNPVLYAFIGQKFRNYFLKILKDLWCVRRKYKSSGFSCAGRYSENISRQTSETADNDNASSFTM
# UPR CHOP act: apoptotic UPR (CHOP) activation. activation, % at 10 µM. actives 0.34% (n = 330,000). CHO-CHOP luciferase reporter, luminescence; percent of tunicamycin response over DMSO baseline;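 active = at 10 µM dose, activation of 40% or more, normalized to positive control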;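 also: 100% = tunicamycin at 10 µg/mL and 0% = DMSO alone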
#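 System: CHO-CHOP luciferase reporter cell line | Buffer or medium: F12 medium containing 10% fetal bovine serum | Doses: One dose, 10 µM in 0.5% DMSO | Times: 6 h compound exposure at 37 °C after overnight seeding | Signal: Luciferase luminescence | Read-out: % activation vs tunicamycin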
# Numbers without * were called inactive; x = no result given.
SMILES,Gli-Sufu antag,697 NFkB inh,EBI2 antag,Jurkat NFkB inh,Mdm2 MdmX PPI,XBP1 UPR activ,CXCR6 block,CCR6 antagonist,UPR CHOP act
CCOC(=O)c1cccnc1SCC(=O)Nc1ccc(C)cc1,-7,-3,0,-31,-66,1,6,8,2.5
O=[N+]([O-])c1ccc(/C=N/N2CCCCC2)cc1,-54,-88,12,-77,-13,-1,-10,-4,3.5
O=S(=O)(Nc1ccc(S(=O)(=O)N2CCCC2)cc1)c1ccccc1Br,-5,19,-6,-17,23,-1,5,9,2.5
Cn1c(=O)oc2cc(S(=O)(=O)N3CCCC(C(=O)Nc4nccs4)C3)ccc21 (stereo not drawn),-1,0,-7,19,10,3,-3,-6,0.2
Cc1cccc(N2CC(O)=C(c3nc4ccccc4n3C)C2=N)c1,9,7,6,-3,-21,-4,-3,14,-2.1
O=C(CSc1nnc(CNC(=O)c2c(F)cccc2Cl)o1)NCc1ccccc1,x,-19,-1,-13,12,-6,-2,9,1.9
O=C(NNC(=O)c1ccc[nH]1)c1cccc(C(F)(F)F)c1,-10,12,-18,-4,22,-2,-2,-11,-2.2
CN(C(=O)c1ccc(NC(=O)Cc2ccc(NC(=O)C3CCCN(C(=O)CCc4ccccc4)C3)cc2)cc1)C1CCCC1 (stereo not drawn),16,x,11,x,x,x,4,-7,x
O=C(Nc1ccc(Br)cn1)c1cccc2ccccc12,-14,-58,-7,24,56*,11,-1,12,0.3
Cc1ccc(/C=C2/SC(=S)N(CCC(=O)NCCCN3CCOCC3)C2=O)cc1,8,-16,3,-5,-3,-5,-3,14,1.7
O=C(/C=C/c1ccc(-c2ccccc2)cc1)NCc1cccnc1,-13,-19,3,-27,-11,1,1,-5,6.8
C=CCNC(=S)N1CCC(C(=O)c2ccc3c(c2)OCCO3)CC1,16,3,-7,3,-17,3,1,1,4.2
CC(C)(C)S(=O)(=O)c1cnc(N2CCCCC2)nc1N,-3,3,-1,-14,10,0,2,3,-0.6
COc1cc(OC)c(NC(=S)Nc2cc(Cl)cc(Cl)c2)cc1Cl,-2,-1,-1,15,-14,-1,3,12,0.4
Cc1ccc(-n2nc3c(N4CCC(C(=O)NCCc5ccccc5C)CC4)nnc(C)c3c2C)cc1,32,3,19,39,98*,39*,-4,0,3.3
O=C(C1CCC(=O)N1Cc1cccs1)N1CCOCC1 (stereo not drawn),6,18,-4,4,3,1,-5,3,-0.9
O=C(COC(=O)c1cccc(S(=O)(=O)N2CCCC2)c1)Nc1ccccc1C(F)(F)F,-4,9,-5,8,-8,4,11,18,0.1
CC(C)(C)C(=O)CSc1nc2c(c(-c3cccs3)c1C#N)CCC2,27,-3,4,-5,18,-1,1,27,-0.1
COc1ccc(/C=[N+](\[O-])C2N(c3ccccc3)C(=S)SC2(C)C)cc1OC (stereo not drawn),5,-4,8,-13,6,2,-5,6,-0.1
Nc1nnc(-c2ccc(Cl)cc2)o1,3,-3,-8,1,20,1,-3,3,2.0
O=C(Cc1ccc(F)cc1)N(c1ccccc1)C1C=CS(=O)(=O)C1 (stereo not drawn),-1,-13,-1,-4,5,1,0,7,-1.2
O=C1C2C3CCC(C3)C2C(=O)N1c1ccc(OS(=O)(=O)c2ccccc2)cc1 (stereo not drawn),-78,-164,1,-100,-26,1,-5,5,1.5
CCOC(=O)C1CCN(C(=O)c2cc3ccccc3oc2=O)CC1,-13,-34,5,-10,-11,-2,0,8,1.3
CCOc1ccc(OCc2ccc(C(=O)Nc3cccnc3)o2)cc1,-58,-152,-2,-28,-68,-2,1,19,-4.9

# Marked active in Mdm2 MdmX PPI, among the entries above:
compound,697 NFkB inh,EBI2 antag,Jurkat NFkB inh,Mdm2 MdmX PPI,XBP1 UPR activ,CXCR6 block,CCR6 antagonist
O=C(Nc1ccc(Br)cn1)c1cccc2ccccc12,-58,-7,24,56*,11,-1,12
Cc1ccc(-n2nc3c(N4CCC(C(=O)NCCc5ccccc5C)CC4)nnc(C)c3c2C)cc1,3,19,39,98*,39*,-4,0

# Further structures
SMILES,Gli-Sufu antag,697 NFkB inh,EBI2 antag,Jurkat NFkB inh,Mdm2 MdmX PPI,XBP1 UPR activ,CXCR6 block,CCR6 antagonist,UPR CHOP act
Cc1c(C(=O)N2CCCCC2)c(S(=O)(=O)N2c3ccccc3CC2C)c(C)n1C (stereo not drawn),-6,5,1,4,-15,-6,-6,1,17
COc1ccc(NC(=O)C2CC3CCC2C3)c(OC)c1 (stereo not drawn),3,-4,8,8,14,-1,4,-4,0.9
O=C(N/N=C/c1ccccn1)c1cccs1,0,-4,-12,-5,-3,0,10,18,3.7
COc1ccc(S(=O)(=O)N2CCOCC2)cc1NC(=O)Cc1sc(C)nc1-c1ccc(F)cc1,3,-5,3,1,4,-1,0,4,0.5
CCc1ccc(NC(=O)c2cccc(NC3=NC4CS(=O)(=O)CC4S3)c2)cc1 (stereo not drawn),-4,-8,-3,-5,11,1,2,-2,1.3
CC(C)CN(C(=O)c1cccc(F)c1)c1c(N)n(CC(C)C)c(=O)[nH]c1=O,-14,24,5,1,14,-2,-5,10,-1.8
O=C(NCc1ccco1)C(=O)NCC(c1ccco1)N1CCOCC1 (stereo not drawn),5,-18,4,6,10,-1,4,-9,4.1
Cc1cc(=O)oc(C)c1C(=O)N1CCN(c2ccc(F)cc2)CC1,-5,-6,-6,6,11,0,-6,3,-2.8
O=C1c2ccccc2C(=O)N1OCc1cccc(Cl)c1,-7,20,-13,-9,36,1,5,13,-1.4
O=S1(=O)NC2c3ccccc3CC2O1 (stereo not drawn),1,-4,1,-12,-7,3,0,1,-2.4
Cc1ccc(C(C(=O)NCc2ccco2)N(CC2CCCO2)C(=O)Cn2nnc3ccccc32)cc1 (stereo not drawn),4,-10,-4,4,11,-4,-11,7,-2.1
O=C(COc1ccc(Cl)cc1)NC1CC1,x,2,4,-5,0,-2,-1,5,1.0

# Part of the list above, set out differently.
smiles | Gli-Sufu antag | 697 NFkB inh | EBI2 antag | Jurkat NFkB inh | Mdm2 MdmX PPI | XBP1 UPR activ | CXCR6 block | CCR6 antagonist | UPR CHOP act
COc1ccc(NC(=O)C2CC3CCC2C3)c(OC)c1 (stereo not drawn) | 3 | -4 | 8 | 8 | 14 | -1 | 4 | -4 | 0.9
O=C(N/N=C/c1ccccn1)c1cccs1 | 0 | -4 | -12 | -5 | -3 | 0 | 10 | 18 | 3.7
COc1ccc(S(=O)(=O)N2CCOCC2)cc1NC(=O)Cc1sc(C)nc1-c1ccc(F)cc1 | 3 | -5 | 3 | 1 | 4 | -1 | 0 | 4 | 0.5
CCc1ccc(NC(=O)c2cccc(NC3=NC4CS(=O)(=O)CC4S3)c2)cc1 (stereo not drawn) | -4 | -8 | -3 | -5 | 11 | 1 | 2 | -2 | 1.3

# Further structures.
SMILES,Gli-Sufu antag,697 NFkB inh,EBI2 antag,Jurkat NFkB inh,Mdm2 MdmX PPI,XBP1 UPR activ,CXCR6 block,CCR6 antagonist,UPR CHOP act
CCn1c(CNc2ccc(Cl)cc2)nnc1SCc1ccccc1,6,6,11,3,10,-3,4,-7,-0.9
COC(=O)c1cc2oc(C)cc2n1CC(=O)N1CCCc2ccccc21,13,-55,1,-14,-30,-6,2,16,-1.6
Nc1ncnc2c1ncn2[C@@H]1O[C@H](CNCc2ccccc2OCc2ccc(Cl)cc2Cl)[C@@H](O)[C@H]1O,-10,5,-7,3,18,0,7,7,-0.6
CCOC(=O)CSc1nc2ccccc2c(=O)n1C1CCCC1,-1,-3,3,-2,2,1,-2,4,-1.2
CCOc1ccc(CNc2cccc(SC)c2)cc1,12,-12,27,0,14,2,-4,-13,-1.5
O=S(=O)(Nc1cccc(-n2cnnn2)c1)c1cnc(Cl)c(Cl)c1,-1,-2,-8,-4,19,7,0,7,1.3
COc1ccc(NC(=O)CSc2nc3c(c(=O)n2C)SCC3)cc1OC,1,-4,4,-7,28,-1,-5,5,-1.2
O=C(CSc1nnc(COc2ccccc2)o1)Nc1nccs1,-13,8,-5,4,-21,-4,3,6,-0.2
CCc1noc(C)c1C(=O)N1CCN(S(=O)(=O)c2ccc(Br)cc2)CC1,2,8,6,10,-18,-3,-9,4,1.1
CCCC(=O)Nc1sc2c(c1C(=O)Nc1ccccn1)CCCC2,7,3,6,-1,12,0,0,12,-1.5
CCOCCCNc1ncnc2c1nc1n2CCCC1,12,2,-6,0,1,0,7,-2,1.6
COCCc1nnc(NC(=O)Cc2ccccc2)s1,-7,7,-8,-1,0,1,10,0,-0.3
Cc1ccc(NC(=O)COC(=O)c2cccc(N3C(=O)c4ccccc4C3=O)c2)cc1,-2,5,6,9,10,-3,12,12,2.7
COc1ccc(C2C(C(=O)Nc3cc(C)on3)c3ccccc3C(=O)N2C)cc1OC (stereo not drawn),-2,4,1,-5,-3,-2,3,-4,2.6
CCCCOC(=O)CSc1nc2c(c(=O)[nH]c(=O)n2C)n1C/C=C(\C)Cl,-8,12,0,1,-7,-2,-1,-2,0.7
O=C(CC(=O)NCCc1ccccc1)NCCc1ccccc1,-18,10,2,9,32,-2,-4,-5,-0.6
CN(C)S(=O)(=O)c1cccc(C(=O)Nc2ccccc2)c1,-2,3,10,-23,-20,6,7,-1,1.3
COc1ccccc1NC(=O)Nc1nc(CC(=O)NCc2c(F)cccc2F)cs1,-4,29,14,21,15,-2,-3,16,1.4
O=C(c1cccn2c(=O)c3cc(Cl)ccc3nc12)N1CCOCC1,8,-9,0,0,-12,-2,-3,10,2.7
CC1(C(=O)OCC(=O)Nc2ccc3ccccc3c2)CC1(Cl)Cl (stereo not drawn),-6,-19,25,-14,1,0,-13,22,3.6
CCOc1cc(C(=O)NC(=S)Nc2ccc(Cl)c(C(=O)O)c2)cc(OCC)c1OCC,-14,19,1,11,-4,2,11,38,0.0
Cc1ccc(S(=O)(=O)c2nc(S(=O)(=O)c3ccc(C)cc3)c(NCc3ccco3)s2)cc1,10,2,-3,9,20,0,4,3,0.3
COc1cc(CC(=O)N2CCN(C(=O)C3CCCO3)CC2)cc(OC)c1OC (stereo not drawn),0,5,-6,-4,1,-2,-1,6,-1.7
O=C(COC(=O)c1ccc(OC(F)(F)F)cc1)Nc1ncccn1,-37,14,-6,-2,20,1,1,9,-0.4
CC(c1ccccc1)N1CC(C(=O)N2CCN(Cc3ccc(C#N)cc3)CC2)CC1=O (stereo not drawn),-3,0,-6,20,21,-1,-20,3,-1.4
O=C1CC(c2ccc(Cl)cc2)CC(O)=C1C=NCCN1CCNCC1 (stereo not drawn),x,13,x,-6,15,1,x,x,-0.8
COc1ccc(-n2nc3ccc(N)cc3n2)cc1Cl,-12,-9,6,3,-1,3,-20,-37,4.5
O=C(O)c1ccn(COc2ccc(Br)cc2)n1,-3,7,-7,2,7,-3,5,-2,0.8
O=C(OCC(=O)N1CCc2ccccc21)c1ccc(Cl)nc1,2,3,11,3,16,0,-7,-1,1.7
Cc1ccc(C(C)C)c(OCCCN2CCc3ccccc3C2)c1,19,-4,4,-10,12,-3,8,-4,-0.3
COc1ccc(O)c(C(=O)c2cnc3c(c2)c(-c2ccc(F)cc2)c(C#N)c(=O)n3C)c1,6,-12,12,-7,13,7,3,13,2.1
O=C(NCCO)/C(=C/c1ccco1)NC(=O)c1ccco1,-2,-23,-9,-16,1,-3,0,-7,-1.3
CCOC(=O)N1CCC(NC(=O)c2cc3ccccn3n2)CC1,1,-16,0,2,6,-1,-4,-9,0.6
CC[C@]12c3[nH]c4ccccc4c3CCN1C(=O)C(CC(=O)NCCCN(C)C)C[C@@H]2C(=O)N1CCN(C(=O)c2ccco2)CC1 (stereo partly drawn),8,3,-6,1,-16,2,-7,4,0.8

# Screens (PubChem)

# Hits appear at their usual frequency (roughly 5% active in at least one column).
